Screening results as filed in PubChem BioAssay.
POLB inh = inhibitors of human DNA polymerase beta. P06746. Pol beta primer extension/strand displacement, fluorescence kinetic. Potency, µM (highest dose often 114 µM), inactives show at the highest dose activity change, negative = inhibition, most hits filed as inhibitors. 1.3% of 340,000 active; note: potency is the fitted concentration of half-maximal effect; % is set by controls: 0 for no effect and ±100 for the full control effect
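Pol beta (10 nM) was preincubated with compound for 15 min at room temperature. The reaction was then started with 50 nM substrate and read immediately and after a further 10 min at room temperature.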
RGS4 inh = inhibitors of human regulator of G protein signaling 4 | P49798 | Transcreener GDP fluorescence polarization, RGS4-accelerated GTP hydrolysis | Potency, µM (series often up to 114 µM), inactives show top-dose activity change, negative = inhibition, actives largely listed as inhibitors | 0.039% of 390,000 active; note: potency is the fitted concentration of half-maximal effect; % is set by controls: 0 for no effect and ±100 for the full control effect; nearly all actives have a fitted effect of over 75% in size; some results filed as inactive show a strong effect at the top dose
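MLSMR compounds (23 nl, pin-transferred) preincubated 10 min at room temperature with a 500nM (2x) first reagent, then RGS4 at 900nM (2x) plus Transcreener GDP mix added; fluorescence polarization (620/688 nm) read before and after 90 min at 30 °C.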
POLH inh = blocks human DNA polymerase eta activity. Q9Y253. recombinant Pol eta, fluorescent DNA replication assay. Potency, µM (series often up to 114 µM), without a hit: at the top dose activity change, negative = inhibition, actives largely listed as inhibitors. 1.2% of 390,000 active; note: potency is the fitted concentration of half-maximal effect; % is set by controls: 0 for no effect and ±100 for the full control effect
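Pol eta at 10 nM preincubated with compounds 15 min at room temperature; reaction started with fluorescent substrate (50 nM final) and read kinetically at 0 and 10 min.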
APEX1 inh = APE1 (human) endonuclease inhibition; P27695; recombinant APE1, TAMRA/BHQ-2 abasic DNA cleavage fluorescence; AID 2517; 0.35% of 350,000 active; Potency, µM (doses to about 65.8 µM), for inactives: top-dose activity change, negative = inhibition, hits mostly inhibitors;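 note: potency is the fitted concentration of half-maximal effect; plate controls were vehicle for no effect and reference inhibitor for full effect; nearly all actives have a fitted effect of over 55% in size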
Target sequence (P27695 whole entry, looked up): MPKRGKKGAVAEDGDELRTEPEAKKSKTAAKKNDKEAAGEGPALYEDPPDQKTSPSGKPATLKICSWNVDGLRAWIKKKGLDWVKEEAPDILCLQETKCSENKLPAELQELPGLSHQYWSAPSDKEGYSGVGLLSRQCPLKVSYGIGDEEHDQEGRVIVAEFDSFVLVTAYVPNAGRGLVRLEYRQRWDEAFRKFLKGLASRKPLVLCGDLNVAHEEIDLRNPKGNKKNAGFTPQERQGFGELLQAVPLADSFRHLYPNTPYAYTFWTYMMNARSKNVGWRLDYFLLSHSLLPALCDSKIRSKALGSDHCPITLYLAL
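Activity was derived from the fluorescence gain between first and third kinetic reads (60 s intervals, ex 525/em 598 nm) after 50 nM THF-abasic TAMRA/BHQ-2 duplex was added to 0.75 nM APE1 preincubated 15 min with compound.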
Apoferritin bind = candidate novel general anesthetic via apoferritin binding; 0.074% of 350,000 active; apoferritin/1-aminoanthracene competitive binding, fluorescence; Potency, µM (doses to about 77.5 µM), for inactives: at the top dose activity change, negative = displacement, actives largely listed as inhibitors; note: potency is the fitted concentration of half-maximal effect; % is set by controls: 0 for no effect and ±100 for the full control effect; nearly all actives have a fitted effect of over 20% in size
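10 uM apoferritin + 50% sat. 1-AMA, PBS; cpd 10 min RT; Ex380/Em535 endpoint; normalized to free probe vs complex; 4-param Hill fit; propofol titration as pos. ctrl.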
ALOX12 inh = blocks human arachidonate 12S-lipoxygenase; 1.1% of 580,000 active; purified 12hLO, xylenol orange hydroperoxide absorbance; Potency, µM (series often up to 108 µM), inactives show at the highest dose activity change, negative = inhibition, hits mostly inhibitors; note: potency is the fitted concentration of half-maximal effect; % is set by controls: 0 for no effect and ±100 for the full control effect
Target sequence (P18054 whole entry, looked up): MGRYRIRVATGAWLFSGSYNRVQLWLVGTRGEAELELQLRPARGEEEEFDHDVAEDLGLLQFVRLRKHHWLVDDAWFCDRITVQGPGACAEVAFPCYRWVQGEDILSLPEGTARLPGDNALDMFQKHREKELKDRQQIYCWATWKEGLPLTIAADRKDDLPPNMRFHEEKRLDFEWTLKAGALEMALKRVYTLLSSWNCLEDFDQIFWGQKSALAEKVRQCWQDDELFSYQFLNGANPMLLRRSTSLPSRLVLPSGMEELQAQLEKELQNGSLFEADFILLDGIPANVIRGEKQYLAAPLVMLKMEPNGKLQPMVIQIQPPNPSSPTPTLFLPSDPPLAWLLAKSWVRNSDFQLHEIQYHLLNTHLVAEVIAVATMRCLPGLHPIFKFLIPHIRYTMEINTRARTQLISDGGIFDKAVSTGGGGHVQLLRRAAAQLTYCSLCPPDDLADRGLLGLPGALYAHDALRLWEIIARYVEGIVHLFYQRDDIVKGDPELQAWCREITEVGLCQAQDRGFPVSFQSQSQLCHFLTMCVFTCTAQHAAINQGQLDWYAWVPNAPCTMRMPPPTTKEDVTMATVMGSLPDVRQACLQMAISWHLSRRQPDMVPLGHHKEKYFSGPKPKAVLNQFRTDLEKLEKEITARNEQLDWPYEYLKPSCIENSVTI
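Hydroperoxide product was detected by ferrous iron/xylenol orange as the 573 to 405 nm absorbance ratio. Arachidonic acid at 40 uM (final) was turned over for 30 min at room temperature by 150 nM human 12hLO, pH 7.0 Hepes buffer, after 15 min compound preincubation.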
LDHA inh = inhibitors of human lactate dehydrogenase A; P00338; AID 1347041; purified LDHA, NADH/diaphorase-resazurin fluorescence; active compounds read low; activity change, % (values are at about 110 or 230 µM); 0.15% of 480,000 active; in the data active = activity change below about -30%; inconclusive = mostly about -25% to -30%;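 note: plate controls were DMSO wells for no effect and wells without enzyme for full effect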
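Human LDH5 at 2 nM final in Tris HCl pH 7.4 with 0.06 mM NADH and 0.2 mM pyruvate, reacted 5 minutes at room temperature. Remaining NADH coupled via diaphorase/resazurin; resorufin fluorescence read at 0 and 20 minutes, normalized to enzyme-free and DMSO wells.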
ERG-DNA inh = inhibitors of human ERG Ets domain-DNA interaction; P11308; fluorescence polarization, His-ERG Ets domain / labelled DNA; Potency, µM (doses to about 76.9 µM), for inactives: top-dose FP activity, negative = inhibition, hits mostly inhibitors; 0.028% of 370,000 active; active = well fitted inhibition curve with a large enough effect in the polarisation, with a control signal flat; inconclusive = small, poorly fitted or top-dose-only effect, or effect the other way, or a change in a side signal; inactive = no such curve, though single readings can be large or run the other way; the % refers to the polarisation;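 note: polarization taken with two DNA probes labelled with fluorescein and Texas red; potency is the fitted concentration of half-maximal effect; % of control where 0% means no effect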
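His-tagged ERG Ets domain (1 uM in the protein solution; 300mM KCl, 50mM Tris-HCl, 1mM EDTA, 1mM DTT, pH 7.5) received compound, then a probe mix of 5 nM fluorescein-DNA and 100nM Texas-615-DNA. Fluorescence polarization was read for both dyes.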
POLK inh = blocks human DNA polymerase kappa activity | Q9UBT6 | purified Pol kappa, fluorescent DNA synthesis assay, 10 min | Potency, µM (titrated, usually from 107 µM), for inactives: top-dose activity, negative = inhibition, actives largely listed as inhibitors | 0.53% of 400,000 active; note: potency is the fitted concentration of half-maximal effect; % is set by controls: 0 for no effect and ±100 for the full control effect
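50 nM final substrate added after 15 min RT preincubation of 10 nM Pol kappa with compound; fluorescence read at 0 and 10 min.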
An asterisk follows results filed as active; ? = inconclusive; . = no result given; & = joins results of further samples; [ ] = dose if it differs, or a comment. Unless noted, calls come from the whole dose curve; as a rule, active = well fitted curve in the direction sought with a large enough effect; inconclusive = small, poorly fitted or top-dose-only effect, or another doubt; inactive = no such curve, though single readings can be large; an effect the other way counts as inactive or inconclusive. An excerpt (hit frequency here may not be typical).

1	Cc1ccc(NC(=O)CCCC(=O)O)c(-c2nc3ccccc3[nH]c2=O)c1
2	COc1cccc(CNc2ccc(Br)cn2)c1O
3	CN(CC(=O)Nc1ccc(N2CCOCC2)cc1)C(=O)CSc1ccc(Br)cc1
4	O=C(Nc1ccncc1)c1cc2ccccc2cc1O
5	Cc1ccc2nc(-c3ccccc3)oc(=O)c2c1
6	Cc1onc(-c2c(F)cccc2Cl)c1C(=O)OCC(=O)c1c(N)n(C)c(=O)n(C)c1=O
7	Cc1cc2nc(/N=C(\N)NC(=O)C(C)C)nc(C)c2cc1C
8	CC(=O)N1CCN(S(=O)(=O)c2c(C)n(C)c(=O)n(C)c2=O)CC1

assay / entry | 1 | 2 | 3 | 4 | 5 | 6 | 7 | 8
POLB inh | -27% | 5% | 1% | . | 5% | 3% | -22% | -2%
RGS4 inh | 19% | -4% | 18% | ? | -5% | -3% | -3% | -18%
POLH inh | -4% | -16% | 0% | -12% | 4% | -19% | -14% | -23%
APEX1 inh | 9% | -5% | -2% | -4% | 6% | 2% | 2% | 13%
Apoferritin bind | -4% | ? | 2% | . | 0% | ? | -15% | 4%
ALOX12 inh | -11% | ? | 457%[activator] | -18% | 18% | 42%[activator] | 48%&8%[activator] | 16%
LDHA inh | 0 | 4 | -3 | 16 | -8 | -3 | -9&-6 | -3
ERG-DNA inh | 16% | 9% | 3% | -5% | -10% | -4% | 3% | 10%
POLK inh | -11% | 1% | -15% | -1% | -6% | -4% | 2% | -1%

9	CC(C)Sc1nc(NCc2ccco2)c2c3c(sc2n1)COC(C)(C)C3
10	Cc1ccc2oc(=O)c(/C=C(\O)C(C)(C)C)nc2c1
11	Cn1c(=O)oc2cc(S(=O)(=O)Nc3ccc(Cl)cc3)ccc21
12	O=C(NNS(=O)(=O)c1ccccc1)c1cnn(-c2ccc(Cl)cc2)c1C(F)(F)F
13	Cc1ccccc1C(=O)OC1CCCN(C)C1 (centres undefined)
14	CC1=NN(c2ccccc2)C(=O)/C1=C\N1CC(C)OC(C)C1 (centres undefined)
15	O=C(N/N=C/c1ccc(OCCCF)cc1)c1ccc(C(F)(F)F)cc1
16	Cc1cccc(N2CCN(C(=O)c3ccc(CNc4c(N5CCC(C)CC5)c(=O)c4=O)cc3)CC2C)c1 (centres undefined)

assay / entry | 9 | 10 | 11 | 12 | 13 | 14 | 15 | 16
POLB inh | -13% | -3% | 5% | 2% | 96% | 1% | -17% | -1%
RGS4 inh | -44% | -8% | -3% | 5% | 23% | 13% | 0% | 15%
POLH inh | ? | -10% | -5% | -3% | -7% | -9% | -5% | -14%
APEX1 inh | -3% | 17% | 1% | -4% | 11% | -4% | -5% | 7%
Apoferritin bind | -24% | -11% | -8% | 6% | -20% | -9% | -3% | -4%
ALOX12 inh | ? | -11% | ? | ? | ? | -29% | 3% | -17%
LDHA inh | 7 | 3 | 2 | 3 | -9&1 | -1 | -12 | -3
ERG-DNA inh | -4% | 9% | 3% | -4% | -12% | -1% | -8% | 2%
POLK inh | ? | 13% | -10% | 5% | 0% | -8% | -3% | 0%

17	CCOC(=O)c1nc(N)c(=O)n(-c2ccccc2)n1
18	CC(=NN(Cc1ccccc1)c1ccccc1)c1ccccc1
19	COCCNC(=O)c1c[nH]c2ccc(S(=O)(=O)N3CCC4(CC3)OCCO4)cc2c1=O
20	Cc1cc(C)c2c(NC(=O)C3CC3)nn(C)c2n1
21	CCOc1ccc(-n2c(C)nc3c(cnn3-c3ccc(Cl)cc3)c2=O)cc1
22	COc1ccccc1N(C)S(=O)(=O)c1ccc(C(=O)Nc2ccc(C(N)=O)cc2)cc1
23	O=C(CCN1CCOCC1)NNC(=S)NC(=O)c1ccccc1
24	CCC(CC)C(=O)Nc1ccc(S(=O)(=O)Nc2nccs2)cc1

assay / entry | 17 | 18 | 19 | 20 | 21 | 22 | 23 | 24
POLB inh | 36% | . | -10% | 5% | 6% | . | 3% | 17%
RGS4 inh | -24% | -2% | 4% | 30% | -32% | -32% | -22% | -4%
POLH inh | -5% | -8% | -11% | -6% | -19% | -3% | -14% | -2%
APEX1 inh | -3% | . | -3% | 6% | 2% | 0% | -5% | 18%
Apoferritin bind | -5% | . | 2% | -4% | 1% | . | -3% | -4%
ALOX12 inh | -18% | -4% | 0% | -2% | 0% | -2% | -17% | -11%
LDHA inh | -2 | 0 | 3 | -5 | -4 | -4 | 1 | -4
ERG-DNA inh | -2% | . | 0% | 5% | -10% | 2% | -1% | 4%
POLK inh | 5% | 0% | -4% | -18% | -1% | 6% | -1% | 4%

7 of the compounds above, with two lines to a compound:
Every second line gives: POLB inh	RGS4 inh	POLH inh	APEX1 inh	Apoferritin bind	ALOX12 inh	LDHA inh	ERG-DNA inh	POLK inh
#1 Cc1ccc(NC(=O)CCCC(=O)O)c(-c2nc3ccccc3[nH]c2=O)c1
 : -27%	19%	-4%	9%	-4%	-11%	0	16%	-11%
#2 COc1cccc(CNc2ccc(Br)cn2)c1O
 : 5%	-4%	-16%	-5%	?	?	4	9%	1%
#3 CN(CC(=O)Nc1ccc(N2CCOCC2)cc1)C(=O)CSc1ccc(Br)cc1
 : 1%	18%	0%	-2%	2%	457%[activator]	-3	3%	-15%
#4 O=C(Nc1ccncc1)c1cc2ccccc2cc1O
 : .	?	-12%	-4%	.	-18%	16	-5%	-1%
#5 Cc1ccc2nc(-c3ccccc3)oc(=O)c2c1
 : 5%	-5%	4%	6%	0%	18%	-8	-10%	-6%
#6 Cc1onc(-c2c(F)cccc2Cl)c1C(=O)OCC(=O)c1c(N)n(C)c(=O)n(C)c1=O
 : 3%	-3%	-19%	2%	?	42%[activator]	-3	-4%	-4%
#7 Cc1cc2nc(/N=C(\N)NC(=O)C(C)C)nc(C)c2cc1C
 : -22%	-3%	-14%	2%	-15%	48%&8%[activator]	-9&-6	3%	2%

(cont.)
25	Cc1cccc(N2C(=O)CN(Cc3sccc3C)C2=S)c1
26	Cc1ccc(C(=O)NNS(=O)(=O)c2ccc(F)cc2)cc1
27	COc1cc(NC(=O)c2ccccc2C)c(OC)cc1NC(=O)CN1CCOCC1
28	CCNC(=O)CN1C(=O)NC2(CCCCCC2)C1=O
29	CC(C)OC(=O)C1=C(N)N2C(=O)CSC2=C(C(=O)OC(C)C)C1
30	CCN(Cc1ccncc1)C(=O)c1ccccc1NS(=O)(=O)c1ccc(Br)cc1
31	CC(C)CN(C(=O)COc1ccc(C(C)(C)C)cc1)C1CCS(=O)(=O)C1 (centres undefined)
32	CCOC(=O)/C=C1\SCC(=O)N1CC(O)CN1C(=O)CS/C1=C/C(=O)OCC (centres undefined)

assay / entry | 25 | 26 | 27 | 28 | 29 | 30 | 31 | 32
POLB inh | 13% | 11% | -6% | 14% | 15% | 0% | . | .
RGS4 inh | 3% | -21% | 9% | -32% | -15% | -1% | 0% | 9%
POLH inh | -18% | -10% | -15% | 0% | 2% | -2% | -23% | 0%
APEX1 inh | 17% | 5% | 7% | -2% | -1% | 1% | 2% | .
Apoferritin bind | 1% | -5% | -6% | -5% | -11% | 1% | . | .
ALOX12 inh | 4% | -8% | -4% | -4% | -12% | -15% | -21% | 0%
LDHA inh | 1 | 1 | 3 | -7 | 9 | -2 | 0 | -1
ERG-DNA inh | . | 2% | 4% | 4% | -4% | -5% | -2% | 6%
POLK inh | -19% | 1% | -6% | -4% | -8% | -7% | 2% | -7%

33	O=C(CN1CCN(S(=O)(=O)c2ccc(Cl)s2)CC1)NCc1ccc(Cl)cc1
34	COC(=O)/C=C1\S/C(=N/N=C/c2ccccc2)NC1=O
35	CCOC(=O)N1CCN(C(=O)Nc2ccc(Cl)cc2)CC1
36	CC1C(=O)C(C)C(c2ccc(Br)cc2)NC1c1ccc(Br)cc1 (centres undefined)
37	CCOc1cc(-c2c(C#N)c(N)nc3c2CCCC3C)ccc1O (centres undefined)
38	O=C(c1ccc(Cl)cc1)c1coc2ccc(O)cc12
39	CCC1CCCCN1CCCNC(=O)Cn1cnc2sc(C)c(S(=O)(=O)N3CC(C)CC(C)C3)c2c1=O (centres undefined)
40	CCCOc1ccc(C2C(=O)N(C3CCC(C)CC3)CC(=O)N2Cc2cccc(OC)c2)cc1OC (centres undefined)
41	CCOC(=O)C1CCN(c2cc3c(cc2NC(=O)c2ccc(OC)c(OC)c2)n(C)c(=O)n3C)CC1
42	CNC[C@H]1Oc2ccc(NC(=O)Nc3ccc(OC)cc3)cc2C(=O)N([C@@H](C)CO)C[C@H]1C
43	O=C(CSc1nnc2ccccn12)N1CCc2ccccc21

assay / entry | 33 | 34 | 35 | 36 | 37 | 38 | 39 | 40 | 41 | 42 | 43
POLB inh | -14% | 16% | -4% | -14% | 1% | 1% | 14% | 3% | 61%&0%[activator] | . | 13%
RGS4 inh | 1% | -24% | -52% | -16% | 1%[11.4 µM] | -23% | -20% | 9% | 6%[56.9 µM] | -1% | 13%
POLH inh | -13% | -8% | -8% | ? | -4% | -4% | -18% | -19% | 50µM* | -11% | -5%
APEX1 inh | -5% | 1% | -7% | -10% | -3% | -5% | -3% | . | -11% | -3% | -3%
Apoferritin bind | -14% | -17% | 1% | 4% | -11% | -20% | -8% | -12% | 2%&-11% | . | -5%
ALOX12 inh | -25% | ? | -6% | 4% | -26% | 248%[activator] | . | ? | ? | . | -8%
LDHA inh | -7 | 1 | -2 | 4 | -2 | -3 | -1 | -3&0 | -1&7 | -2 | -10
ERG-DNA inh | -8% | 1% | -8% | 11% | 2% | 12% | 1% | -2% | 5%&7% | -6% | -7%
POLK inh | -17% | 9% | 6% | 12% | -6% | -8% | -7% | 2%[60.1 µM] | -8%&0% | 8% | -8%
